# mcGAS MS inh = mouse cGAS inhibition by mass spec; actives 0.18% (n = 130,000); inhibition, % at 12.5 µM; Q8C6L5; recombinant mouse cGAS, cGAMP by RapidFire MS;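 active = inhibition of cGAS enzyme activity at or above 60%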;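 also: enzyme stimulated by 45 bp dsDNA with ATP and GTP substrates; cGAMP share of summed cGAMP plus half ATP and half GTP signals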
# Target sequence (Q8C6L5 whole entry, looked up): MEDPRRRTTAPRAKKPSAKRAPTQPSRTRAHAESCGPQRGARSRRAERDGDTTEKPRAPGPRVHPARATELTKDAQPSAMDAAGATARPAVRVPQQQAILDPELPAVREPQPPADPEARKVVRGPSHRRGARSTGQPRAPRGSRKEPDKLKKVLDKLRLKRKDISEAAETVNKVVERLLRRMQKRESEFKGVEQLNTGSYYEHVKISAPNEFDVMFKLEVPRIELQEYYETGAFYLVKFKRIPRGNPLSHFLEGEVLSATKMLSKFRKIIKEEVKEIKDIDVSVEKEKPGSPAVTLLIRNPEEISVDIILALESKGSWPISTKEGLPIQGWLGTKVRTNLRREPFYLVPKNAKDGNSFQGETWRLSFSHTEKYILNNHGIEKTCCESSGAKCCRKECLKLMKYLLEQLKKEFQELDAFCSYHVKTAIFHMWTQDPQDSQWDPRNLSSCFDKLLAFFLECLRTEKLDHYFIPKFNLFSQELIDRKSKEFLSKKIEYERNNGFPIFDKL
# The depositor's hits bear a star; & = joins results of further samples. This is a subset; the hit share may differ from the screen's.
mcGAS MS inh	Molecule
-16	CN1CC2(CCN(C(=O)Cc3ccc(-c4ccccc4)cc3)C2)OC1=O (configuration not stated)
-14	CCCn1nnnc1CN(C)C1CCC(C)CC1 (configuration not stated)
-3	C=CCn1c(N2CCN(Cc3ccc(Cl)c(Cl)c3)CC2)nc2c1c(=O)[nH]c(=O)n2C
6	CCC(C(=O)OC)n1cnc2c(nnn2Cc2ccc(C)cc2)c1=O (configuration not stated)
2	CC1(C(=O)NS(=O)(=O)c2cccc(Cl)c2)CCN1C(=O)c1ccccc1CCc1ccccc1 (configuration not stated)
-14	COC1CCCN(C(=O)NCc2cccc(NC(=O)CN(C)C)c2)C1 (configuration not stated)
-6	Cc1ccc(Nc2nnc(SC(C(=O)NC(N)=O)C(C)C)s2)cc1Cl (configuration not stated)
-27	Cc1c(S(=O)(=O)CCNC(=O)NC2CCCCC2)c2ccccc2n1Cc1ccc(F)cc1
-13	CN(Cc1ccccc1)Cc1nc2c(c(=O)n(C)c(=O)n2C)n1Cc1cccc2ccccc12
-18	C=C(C)NN=C(c1ccc([N+](=O)[O-])cc1)C12CN3CN(CN(C3)C1)C2
50	Nc1c(C=C2C=CC(=O)C=C2)c(=O)nc2sc(-c3ccccc3Cl)nn12
-9	Cc1cc(NC(=O)CN2CCC(NC(=O)c3ccccc3)CC2)n(-c2ccccc2)n1
2	N#CCCn1cc(C(=O)Nc2ccc(C(=O)O)cc2)c(-c2cc3ccccc3o2)n1
-4	O=C(CCNc1ccc(-c2ccccc2)cc1)N1CCn2cncc2C1
-7	N#Cc1ccc(COc2ccc(Br)cc2Br)cc1

# (more compounds)
mcGAS MS inh	Molecule
-4	CCOC(=O)c1nn(-c2ccc(F)cc2)c(=O)cc1OCc1ccccc1Cl
3	O=S(=O)(c1cc(F)ccc1F)N1CCNCC1
-8	Cc1cc(NS(=O)(=O)c2cc(Cl)ccc2Cl)no1
-3	Cc1cc(C)n(C(C)CC(=O)Nc2cc(C(F)(F)F)c[nH]c2=O)n1 (configuration not stated)
-10	OCCOc1ccccc1-c1nccn1C1CCC1
-32	COc1cccc2c1OCC(C(=O)N1CC(c3ccccn3)C1)C2 (configuration not stated)
-13	Cc1cc(C)cc(NS(=O)(=O)N2CCC(C)CC2)c1
-4	O=C(O)c1cccn2c(=O)c3c4c(sc3nc12)CCCC4
-10	Cc1cccnc1NC(=O)Cn1cnc(-c2ccccc2)cc1=O
-18	CN(C)CCCNc1nc2cc(-c3cnn(Cc4ccccc4)c3)sc2c(=O)n1C
-49	CCC1CN(Cc2ccc3ccn(C)c3c2)CCN1C(C)C (configuration not stated)
-7	Cc1cc(O)c(CN2CCN(S(=O)(=O)c3ccc(F)c(F)c3F)CC2)cc1C
-14	COc1ccc2[nH]c(C)c(CC(=O)NCC3(N)CCCCCC3)c2c1
-1	COCCNC(=O)c1ccc(OC)cc1OC1CCN(Cc2cccc3cccnc23)CC1
-5	CC(=O)Nc1ccccc1OCC(=O)Nc1ccccc1SC(F)F

# Filtered by structure: those above with a COOH group (two)
mcGAS MS inh	Molecule
2	N#CCCn1cc(C(=O)Nc2ccc(C(=O)O)cc2)c(-c2cc3ccccc3o2)n1
-4	O=C(O)c1cccn2c(=O)c3c4c(sc3nc12)CCCC4

# Additional structures follow:
mcGAS MS inh	Molecule
-6	O=c1c2cn[nH]c2[nH]c(=S)n1-c1ccccc1
50	Nc1cc(S(=O)(=O)C(F)(F)F)cc(S(=O)(=O)C(F)(F)F)c1
-11	C=CCN(CC=C)S(=O)(=O)c1cc(Br)cnc1N
1	O=C(NCc1cccs1)C1CCN(Cc2coc(-c3ccccc3)n2)CC1
-1	CCn1nc(C)c(CNc2nncc(-c3ccc(OC)cc3OC)n2)c1C
-2	O=C(CNC(=O)C12CC3CC(CC(C3)C1)C2)OCc1nnsc1Cl
-6	CC1CCc2c(sc3ncnc(OCC(=O)NC45CC6CC(CC(C6)C4)C5)c23)C1 (configuration not stated)
1	CN(CCC(=O)N1CCCN(C(=O)C(C)(C)C)CC1)c1ccccc1
-6	Cc1ccc(C(C(=O)NCc2ccc(-c3noc(C)n3)cc2)N(C)C)cc1 (configuration not stated)
-25	CCC(c1ccccc1)C1CCCN1C(=O)c1ccc2c(c1)NC(=O)CO2 (configuration not stated)
8	Cc1c2c(n(-c3ccc(Cl)cc3)c1C)N=CN1CCS(=O)(=O)N=C21
-3	C#CCN(CC(=O)Nc1ccc(C(=O)N(C)C)cc1)C1CCCCC1
-5	Cc1cc(F)ccc1NC(=O)c1ccc2c(c1)CC(C)N2S(C)(=O)=O (configuration not stated)
-5	C=CCSc1nnc2n1N=CN(c1ccccc1)C2
16	NC(=O)c1c(NC(=O)c2cc(-c3ccco3)on2)sc2c1CCCC2

# Other records:
mcGAS MS inh	Molecule
-7	COc1ccc(C2c3c(oc4cc(C)c(C)cc4c3=O)C(=O)N2c2nccs2)cc1 (configuration not stated)
4	Cc1ccc(NC2CCCN(CCCn3cccn3)C2)cc1C (configuration not stated)
-1	CCCCCCn1c(SCCCC)nc2c1c(=O)[nH]c(=O)n2C
-7	CCCCN(C)C(=O)c1nc2ccccn2c1CN1CCC(C(=O)OCC)CC1
-13	CCC1CN(C(=O)NCCc2ccc(Cl)s2)CCO1 (configuration not stated)
-4	O=C(O)c1c(F)cccc1NS(=O)(=O)c1ccc(F)cc1
-21	CCc1[nH]c2c(CNS(=O)(=O)c3cnn(C)c3C)cc(C)cc2c1C
-12	COCCn1cnnc1Cn1ccnc1-c1ccsc1
-4	O=C(O)c1cc2n(n1)CCN(Cc1ccc(C(F)(F)F)cc1)C2=O
-4	CCOCCCn1c(C)c(C)n2c3c(=O)n(CCc4ccccc4)c(=O)n(C)c3nc12
-6&0	Cc1nc(CCNC(=O)C2CCC(=O)N(Cc3ccccn3)C2)nc2c1CCCC2 (configuration not stated)
-19	CN(C(=O)COc1ccc(Cl)cc1C(N)=O)C1=CCCC1
10	CC1CC(Nc2ncnc3nc[nH]c23)CC(C)(C)C1 (configuration not stated)
9	Cn1ncc(Br)c1C(=O)Nc1ccc(C2CCCCC2)cc1
-2	Cc1ccc(C(=O)NNC(=O)c2ccc3[nH]c4c(c3c2)CCCC4)c(C)c1

# (listing goes on)
mcGAS MS inh	Molecule
3	CC(=O)NC(C)(COc1nonc1C)COc1nonc1C
-36	CCN(C(=O)COc1[nH]c2ccccc2c1C#N)C1CCCCC1
0	C=CCn1c(-c2ccc(OC)cc2)nn(CN(CC(C)C)C2CCS(=O)(=O)C2)c1=S (configuration not stated)
-10	Cn1cc(/C=C(/C#N)S(=O)(=O)c2cc(Br)ccc2Br)cn1
-22	O=C(Cc1cccs1)NCCC1=CCCN(CCO)C1
-4	O=C(CN1CCCC(COCc2ccccc2)C1)NCc1ccccc1Cl (configuration not stated)
2	O=C(NCc1nnnn1C1CCCCC1)Nc1ccccc1F
-21	CCOc1ccccc1C(=O)Nc1c(C)nc2ccccn2c1=O
-14	Cn1c(CSCCC(=O)Nc2ccc3c(c2)OCO3)cc(=O)n(C)c1=O
-12	Cc1cc(CC(C)NC(=O)CCn2c(C)cc3ccccc32)n[nH]1 (configuration not stated)
5	Nc1nn(S(=O)(=O)Cc2ccc(Br)cc2)cc1-c1ccccc1
-5	c1ccc2c(N3CCN(Cc4cc5n(n4)CCNC5)CC3)nsc2c1
-12	CN1C[C@H](NC(=O)c2c[nH]n3ccnc23)C[C@H]1CO
0	CCc1ccc(-c2ccc(NC3CCCCC3C)nn2)cc1S(N)(=O)=O (configuration not stated)
38	CN(Cc1nc(-c2ccc3c(c2)OCO3)no1)Cc1nc2c(s1)CCCC2

# The list goes on, overlapping the part above by three compounds.
mcGAS MS inh	Molecule
-12	CN1C[C@H](NC(=O)c2c[nH]n3ccnc23)C[C@H]1CO
0	CCc1ccc(-c2ccc(NC3CCCCC3C)nn2)cc1S(N)(=O)=O (configuration not stated)
38	CN(Cc1nc(-c2ccc3c(c2)OCO3)no1)Cc1nc2c(s1)CCCC2
-6	CCS(=O)(=O)c1ccc(NC(=O)c2cc(C3CC3)on2)cc1
1	CC1=CCP(=O)(c2ccccc2)C1 (configuration not stated)
-1	CCn1cc(C(=O)N2CCNCC2)c2nn(-c3ccccc3)c(=O)c-2c1
-7	Cc1ccc(C)c(N(C)S(=O)(=O)c2c(C)nn(C)c2C)c1
-5	O=C(CN1CCc2c([nH]c3ccccc23)C1c1cc(Cl)cc2c1OCO2)Nc1ccccc1 (configuration not stated)
0	Cc1ccc(CNC(=O)c2cn[nH]c2N)cc1
-8	CN1CCN(C2=CC(=[N+]3CCCC3)CC(C)(C)C2)CC1
-7	Cc1ccccc1C(O)c1ccncc1 (configuration not stated)
-5	CC(C)(C)c1ccc(CN(CCC(c2ccccc2)c2ccccc2)Cc2nc(C(=O)O)cs2)cc1
-8	CCN(CC1=CCCN(Cc2c(C)noc2C)C1)C(=O)COC
-5	CC1CCN(S(=O)(=O)c2ccc(C(=O)N3CC(C)CC(C)C3)cc2)CC1 (configuration not stated)
-9	Cc1cc(C)n(CCC(=O)NC2CCCN(c3ncccn3)C2)n1 (configuration not stated)
-30	O=C(NCCOc1cccc(F)c1)c1csc(Br)c1
-3	C=CCn1cc(CNC(c2nc3ccc(C)cc3[nH]2)C(C)C)c(C)n1 (configuration not stated)
2	O=C1c2ccccc2S(=O)(=O)N1c1ccc(Cl)cc1

# The results go on:
mcGAS MS inh	Molecule
-1	Cc1ncsc1C(=O)Nc1ccc(C(C)(C)C)nn1
-8	COc1ccc(NC2CCCN(C(=O)c3cn(C)c4ccccc34)C2)cc1 (configuration not stated)
-23	CCCn1ncc(CN2CCN(c3ccnc4ccccc34)CC2)c1C
-8	COC(=O)c1ccc([C@@H]2C[C@H]3CN(CCc4ccccc4)C(=O)[C@]34CCCN24)cc1
-8	CCc1ccc2occ(CC(=O)N(C)C(C)c3ccncc3)c2c1 (configuration not stated)
-2	CCc1ccc(NC(=O)NCCCn2nc(-c3ccncc3)ccc2=O)cc1
0	Clc1ccc(NN=C2CCN(Cc3ccccc3)CC2)cc1
3	O=c1[nH]ccc2c(S(=O)(=O)N3CCCNCC3)cccc12
-8	CN1CCC(NC(=O)Nc2cccc([N+](=O)[O-])c2)CC1
-6	COc1ccc(CN(C(=O)OC(C)(C)C)C2CCC(C(=O)N3CCOC(COCc4ccccc4F)C3)CC2)cc1C (configuration not stated)
-1	O=C(N1CCCC(Nc2ccccc2)C1)C1(c2ccccc2)CC1 (configuration not stated)
3	Cc1c(C)c(C)c(S(=O)(=O)Nc2cccc(C(N)=O)c2)c(C)c1C
-3	O=C(c1cc(COc2cccc(C(F)(F)F)c2)on1)N1CCCN(c2ncccn2)CC1
1	CN1CCC(=C2c3ccccc3CCc3cccnc32)CC1
-3	COC(=O)CCCC(=O)N1CCC(CCC(=O)Nc2cccc(C)c2)CC1

# Next entries follow.
mcGAS MS inh	Molecule
-4	c1ccc(C2CNCc3c2ccc2ccccc32)cc1 (configuration not stated)
-5	CCn1c(SCC(=O)c2cc(C)ccc2C)nnc1-c1ccco1
-12	CCn1nnc2c(N3CCC4(CC3)OCCO4)ncnc21
-9	Cc1ccc(OCCN2CCC2(C)C(=O)NC2CCN(Cc3ccccc3)CC2)cc1 (configuration not stated)
-8	COc1ccnc(CN2CCC(N3CCCC(C(=O)N4CCCC4)C3)CC2)c1 (configuration not stated)
-10	CN1CCn2nc(C(=O)NCCSc3nccn3C)cc2C1
-5	Cc1nn(C)c(C)c1C(C)NC(=O)N1CCSC(C)C1C (configuration not stated)
-6	Cn1ccnc1CN(C(=O)CC1C(=O)NCCN1CC(C)(C)C)C1CC1 (configuration not stated)
4	CC(NC(=O)Cc1n[nH]c(=O)c2ccccc12)c1cccc2ccccc12 (configuration not stated)
-11	O=C(CSc1nnc(-c2ccccc2)n1-c1ccccc1)N/N=C\c1cc(Br)ccc1O
-3	Nc1ncc(Br)cc1S(=O)(=O)NCc1cccnc1
3	CC(C)Nc1ncc(C(=O)N2CCn3cncc3C2)cn1
-15	Cc1cc(CNC(=O)N2CCCN(Cc3ccccc3)CC2)no1
-12	O=C(CN1CCC(O)CC1)Nc1ccc(Sc2ccc(Br)cc2)cc1
-7	Cc1cc(C)n(Cc2cc(C(=O)NC[C@H]3C[C@H]4C=C[C@H]3C43CC3)n[nH]2)n1

# Reprinted from the listing, 4 compounds:
mcGAS MS inh	Molecule
3	CC(C)Nc1ncc(C(=O)N2CCn3cncc3C2)cn1
-15	Cc1cc(CNC(=O)N2CCCN(Cc3ccccc3)CC2)no1
-12	O=C(CN1CCC(O)CC1)Nc1ccc(Sc2ccc(Br)cc2)cc1
-7	Cc1cc(C)n(Cc2cc(C(=O)NC[C@H]3C[C@H]4C=C[C@H]3C43CC3)n[nH]2)n1

# Later entries.
mcGAS MS inh	Molecule
-53	CCN(CC1CCOCC1)C(=O)CCNC(=O)c1ccccc1F
-25	COc1nn(C)cc1C(=O)Nc1cc(C)on1
-15	O=C1NCC2(CCCN(C(=O)c3ccc(Oc4ccccc4)o3)C2)O1 (configuration not stated)
-4	Cc1ccc(C(CNC(=O)c2ccc3ccccc3c2O)N2CCOCC2)o1 (configuration not stated)
-11	COc1ccc(/C=C/C(=O)NC2CCCN(Cc3ccccn3)C2)cc1OC (configuration not stated)
-3	O=C(CCC1CCN(Cc2cc(Cl)ccc2O)CC1)NCc1ccc(F)cc1
-4	O=C(c1c(F)c(F)cc(F)c1F)N1CCOC(COCc2ccccc2)C1 (configuration not stated)
-4	COc1ccc(OC)c(CN2CCC(N3CCC(C(=O)NC4CC4)CC3)CC2)c1
-3	Cc1nc(C)c(-c2nnc(NC(=O)CN3C(=O)CCC3=O)o2)s1
-4	CN(Cc1ccccc1)C(=O)N1CCN(C(=O)Nc2nc3ccccc3s2)CC1
-2	CC(Nc1nc2c(c(=O)[nH]c(=O)n2C)n1Cc1ccccc1)c1ccccc1 (configuration not stated)
-2	CC(C)(C)c1nnc2sc(SCC(=O)NC3CCCCC3)nn2c1=O
-3	O=C(CC12CC3CC(CC(Br)(C3)C1)C2)NCc1cccs1
-6	CCOC(=O)C1(CCOc2ccccc2)CCN(Cc2nc3ccccc3s2)CC1
-13	Cc1nc2sc3c(c2c2nnnn12)CCCC3
-6	COc1ccc2c(c1)CCC1C2=Nc2nnnn2C1c1ccc(N2CCOCC2)cc1 (configuration not stated)
8	CCN(C(=O)CNc1ccc(Br)cc1)c1nc2ccccc2s1
